Source: PubChem BioAssay (National Center for Advancing Translational Sciences (NCATS))
D2 agonist = HTS Assay for Allosteric Agonists of the Human D2 Dopamine Receptor: Primary Screen for Agonists; HEK293 T-REx D2 cells, calcium flux agonist mode; activation, % at 2 µM; 340,000 tested, 0.53% active; D(2) dopamine receptor (Homo sapiens), P14416;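 active = activation over 3 SD above normal in the single-dose calcium agonist read, cut at about 30% in these data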; also: 0% is about no effect
Target sequence (P14416 whole entry, looked up): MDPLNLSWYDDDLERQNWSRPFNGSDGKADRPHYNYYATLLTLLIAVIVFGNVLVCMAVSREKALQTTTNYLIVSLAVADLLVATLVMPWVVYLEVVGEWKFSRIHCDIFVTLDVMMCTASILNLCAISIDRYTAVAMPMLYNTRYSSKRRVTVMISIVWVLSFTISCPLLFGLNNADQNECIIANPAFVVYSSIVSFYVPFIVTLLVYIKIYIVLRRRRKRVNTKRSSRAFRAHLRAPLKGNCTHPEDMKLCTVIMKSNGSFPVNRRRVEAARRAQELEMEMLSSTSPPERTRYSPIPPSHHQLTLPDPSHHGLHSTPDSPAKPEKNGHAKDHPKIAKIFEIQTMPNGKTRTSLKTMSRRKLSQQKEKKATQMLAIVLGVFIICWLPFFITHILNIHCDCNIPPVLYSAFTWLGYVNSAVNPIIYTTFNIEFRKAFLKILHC
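Calcium-flux readout, 1 cycle/sec over 180 s following compound pin transfer, in inducible HEK293 Trex D2 cells (force-coupled); dopamine controls included. Positive calcium responses during this window marked compounds as potential agonists.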
TRHR PAM = qHTS for Small Molecule Agonists and Allosteric Enhancers of Human TRH Receptor: Primary Screen for Enhancers | Thyrotropin-releasing hormone receptor (Homo sapiens), P34981 | TRHR cells, fluo-8 calcium fluorescence, EC20 TRH enhancement | enhancement, % at 2 µM | 360,000 tested, 0.66% active; in the data active = enhancement above about 30%; also: 0% is about no effect
Target sequence (P34981 whole entry, looked up): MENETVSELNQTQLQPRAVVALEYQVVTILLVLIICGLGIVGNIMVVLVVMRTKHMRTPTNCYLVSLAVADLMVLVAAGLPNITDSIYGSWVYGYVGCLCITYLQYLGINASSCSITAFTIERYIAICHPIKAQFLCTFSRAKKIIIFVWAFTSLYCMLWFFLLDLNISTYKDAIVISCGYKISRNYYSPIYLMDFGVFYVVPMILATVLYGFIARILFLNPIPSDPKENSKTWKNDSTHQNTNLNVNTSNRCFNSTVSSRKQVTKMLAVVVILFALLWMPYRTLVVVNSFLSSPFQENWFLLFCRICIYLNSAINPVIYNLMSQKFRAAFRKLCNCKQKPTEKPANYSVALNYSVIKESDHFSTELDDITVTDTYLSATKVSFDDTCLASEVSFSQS
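TRHR-expressing cells loaded with fluo-8 calcium dye were read kinetically (ex 480/em 530) during compound addition, then stimulated with an EC20 of TRH (10 nM final). Enhancement of the Gq-mediated intracellular calcium response was scored.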
D2 PAM = HTS Assay for Positive Allosteric Modulators of the Human D2 Dopamine Receptor: Primary Screen for Potentiators; D(2) dopamine receptor (Homo sapiens), P14416; HEK293 T-REx D2, calcium flux, EC20 dopamine potentiation; potentiation, % at 10 µM; 340,000 tested, 0.34% active; AID 485347, 2010;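 active = potentiation over 3 SD above the plate norm, cut at about 30% in these data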; also: 0% is about no effect
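Primary screen. Calcium kinetics in induced HEK293 T-REx D2 cells: compound pre-addition 180 s, EC20 dopamine, 180 s more.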
D1 antag = Antagonist of Human D 1 Dopamine Receptor: qHTS; activity change, negative = inhibition, % at 10 µM; 360,000 tested, 3.2% active; HEK293 TREx D1 cells, calcium flux, dopamine EC80; hits give low values; AID 504652, 2011; D(1A) dopamine receptor (Homo sapiens), P21728; in the data active = activity change below about -30%; also: % is scaled to controls: 0 for no effect and ±100 for the full control effect
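HEK293 T-REx cells expressing inducible, force-coupled D1 receptor; no-wash Ca dye, 30–90 min RT. Cmpd → 180 s read at 1 Hz → EC80 DA → 180 s read.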
D1 agonist = Allosteric Agonists of the Human D1 Dopamine Receptor: qHTS; D(1A) dopamine receptor (Homo sapiens), P21728; HEK293 T-REx D1 cells, calcium flux, agonist mode; activation, % at 2 µM; 360,000 tested, 1% active; also: 0% is about no effect
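Inducible HEK293 T-REx D1 cells, force-coupled to calcium signalling, were plated at 4000 cells/well with tetracycline and held overnight at 30 C. After no-wash calcium dye loading, compound-evoked calcium rise over 180 s flagged agonists.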
RXFP1 antagonist = qHTS Assay for Antagonists of the Relaxin Receptor RXFP1 | Relaxin receptor 1 (Homo sapiens), Q9HBX9 | HEK293-RXFP1, relaxin-stimulated cAMP HTRF, 30 min; hits give low values | activity change, negative = inhibition, % at 57.5 µM | 350,000 tested, 0.59% active;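 active = activity change of -60% or lower, but not beyond a set lower limit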; also: % is scaled to controls: 0 for no effect and ±100 for the full control effect
D1 PAM = Potentiators of Human D1 Dopamine Receptor: qHTS; D(1A) dopamine receptor (Homo sapiens), P21728; HEK293 TREx D1 cells, calcium flux, dopamine EC20 potentiation; potentiation, % at 10 µM; 360,000 tested, 0.036% active; AID 504651, 2011; in the data active = potentiation above about 30%; also: 0% is about no effect
TRHR agonist = qHTS for Small Molecule Agonists and Allosteric Enhancers of Human TRH Receptor: Primary Screen for Agonists | Thyrotropin-releasing hormone receptor (Homo sapiens), P34981 | TRHR cells, calcium flux fluo-8, FDSS agonist mode | activation, % at 2 µM | 360,000 tested, 0.18% active | AID 493084, 2011; also: 0% is about no effect
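TRHR-expressing cells, plated overnight in medium with 10% serum, were loaded with fluo-8 calcium dye at room temperature. After a 10 s baseline, library compound was pin-added and calcium release was recorded kinetically (ex 480/em 530) as agonist response.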
D2 antag = HTS Assay for Allosteric Antagonists of the Human D2 Dopamine Receptor: Primary Screen for Antagonists; inhibition, % at 10 µM; HEK293 TREx D2 cells, calcium flux, dopamine EC80; 340,000 tested, 2% active; D(2) dopamine receptor (Homo sapiens), P14416; in the data active = inhibition above about 30%; also: 0% is about no effect
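Tetracycline-induced HEK293 TREx cells expressing D2 receptor forced-coupled to calcium signalling, loaded with no-wash calcium dye. Compounds added and calcium flux read 180 s, then dopamine added at EC80 and read a further 180 s.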
Starred values were filed as active, the others as inactive; . = not tested or not shown; & = joins results of further samples. Rule as the data show it, unless noted: active = activation above about 30%; inactive = the rest.

SMILES	D2 agonist	TRHR PAM	D2 PAM	D1 antag	D1 agonist	RXFP1 antagonist	D1 PAM	TRHR agonist	D2 antag
Cc1nnc(SCC(=O)Nc2sc3c(c2C(N)=O)CCCC3)[nH]c1=O	0.1	-3	2	-5	1	9	6	0.2	-11
CCCOc1cccc(-c2cc(C(=O)N/N=C/c3ccccn3)c3ccccc3n2)c1	-2.4	-5	17	13	1	-8	-2	1.0	-9
CC(=O)c1c(C(C)=O)c(C)n(-c2ccc(O)cc2)c1C	0.0	-1	8	7	5	5	-7	-0.5	18
Cc1cc(NN)nc2ccc(Cl)cc12	-0.4	-6	-2	-6	4	0	-1	-0.1	10
CC1CN(S(=O)(=O)c2ccc(C(=O)Nc3ccc(S(=O)(=O)Nc4ncccn4)cc3)cc2)CC(C)O1 (stereo not drawn)	0.5	0	2	15	3	3	0	0.4	18
CN(CC1CCOCC1)C(=O)c1ccc2nc(Cc3cccc(Cl)c3)oc2c1	.	8	11	1	3	1	7	0.4	.
CCC1CCCCN1C(=O)CSc1nc(N)cc(=O)[nH]1 (stereo not drawn)	0.9	-3	-4	9	7	5	.	-0.1	-18
COc1cccc(Cn2c(=O)c3[nH]cnc3n(-c3ccccc3C)c2=O)c1	0.7	-3	-2	-2	7	4	5	-0.8	-8
O=C(NCC1CCCO1)C1C2C=CC3(CN(Cc4cccs4)C(=O)C13)O2 (stereo not drawn)	0.6	-2	-6	5	5	5	-1	0.3	-12
COc1ccc(NC2c3ccccc3C(=O)N2Cc2ccc3c(c2)OCO3)cc1 (stereo not drawn)	-0.2	-2	-2	6	2	-1	2	-0.1	5
Cc1c([N+](=O)[O-])c(N)nn1C	0.1	6	-8	0	4	-5	0	-0.3	18
Cc1cc(F)ccc1NC(=O)C(C)n1c2ccccc2c2nc(=O)cc(C)n21 (stereo not drawn)	-0.1	-7	-2	-5	-1	-4	-8	0.2	3
O=C(Cn1c(NCCO)nc2ccccc21)NCCc1ccccc1	0.8	-2	-14	-1	1	5	-1	-0.3	-5
NC(=O)c1cnn2c(C(F)(F)F)cc(-c3ccccc3)nc12	0.8	0	10	12	1	-9	-7	-0.6	-9
COc1ccc(Cn2c(=O)oc3ccc(C)cc32)cc1	-0.6	-4	-2	-19	8	-6	-6	-1.1	-2
O=C(/C=C/c1ccc2c(c1)OCCO2)c1ccc(O)cc1	-0.5	11	1	-18	6	-33	-1	0.9	-13
CCN(CC)C(=O)C1CC(=O)N(c2ccc(F)c(Cl)c2)C1 (stereo not drawn)	-0.9	1	-6	1	0	-13	1	-0.2	0
COc1cc(/C=C/c2nc3cc(Cl)ccc3c(=O)n2-c2cccc(C(F)(F)F)c2)cc(OC)c1OC	0.0	4	12	-3	-5	-26	0	-0.3	.
Cn1nc(C(=O)OCC(=O)c2ccc[nH]2)c2ccccc2c1=O	-0.2	0	11	2	1	-4	3	-0.3	-11
CCc1c(C)nc(N)n2c(SCC(=O)Nc3ccccc3OC)nnc12	-1.3	-3	-2	14	2	3	3	-0.2	5
Nc1cc2c3c(cccc3c1)C(=O)N(CCN1CCCC1)C2=O	9.8	5	-19	-5	56*	27	0	12	10
COc1cc(/C=C/C(=O)O)cc(S(=O)(=O)Nc2ccc3c(c2)CCC3)c1OC	-0.3	-2	3	0	1	-10	-3	0.0	6
Cc1ccc(C)c(NC(=O)Cn2nc(C)c3ccccc3c2=O)c1	0.5	0	0	8	1	-13	-3	-0.1	-4
CCN1CC(CN(C)Cc2nc(Cc3ccccc3)no2)CC1=O (stereo not drawn)	1.0	0	-2	-5	1	9	5	0.1	-1
COC(=O)C1=NN(C(C)=O)C2(CC(=O)N(c3cccc(C)c3)C2=O)C1 (stereo not drawn)	0.6	17	10	13	3	10	-5	1.2	-31

Look-ups from above.
In RXFP1 antagonist, NC(=O)c1cnn2c(C(F)(F)F)cc(-c3ccccc3)nc12 is listed with -9
In D1 agonist, Cn1nc(C(=O)OCC(=O)c2ccc[nH]2)c2ccccc2c1=O is listed with 1
In D1 antag, Cc1cc(NN)nc2ccc(Cl)cc12 is listed with -6
In D2 agonist, Cc1nnc(SCC(=O)Nc2sc3c(c2C(N)=O)CCCC3)[nH]c1=O is listed with 0.1
In D1 antag, CC1CN(S(=O)(=O)c2ccc(C(=O)Nc3ccc(S(=O)(=O)Nc4ncccn4)cc3)cc2)CC(C)O1 (stereo not drawn) is listed with 15
In D2 agonist, COc1cccc(Cn2c(=O)c3[nH]cnc3n(-c3ccccc3C)c2=O)c1 is listed with 0.7
In D2 agonist, O=C(/C=C/c1ccc2c(c1)OCCO2)c1ccc(O)cc1 is listed with -0.5

Retrieved one by one from the list above (3):
SMILES	D2 agonist	TRHR PAM	D2 PAM	D1 antag	D1 agonist	RXFP1 antagonist	D1 PAM	TRHR agonist	D2 antag
CC(=O)c1c(C(C)=O)c(C)n(-c2ccc(O)cc2)c1C	0.0	-1	8	7	5	5	-7	-0.5	18
NC(=O)c1cnn2c(C(F)(F)F)cc(-c3ccccc3)nc12	0.8	0	10	12	1	-9	-7	-0.6	-9
O=C(Cn1c(NCCO)nc2ccccc21)NCCc1ccccc1	0.8	-2	-14	-1	1	5	-1	-0.3	-5

Next part:
SMILES	D2 agonist	TRHR PAM	D2 PAM	D1 antag	D1 agonist	RXFP1 antagonist	D1 PAM	TRHR agonist	D2 antag
COc1ccc(CN2CCN(C(=O)c3ccco3)CC2)cc1OC	86*	2	-23	8	-2	-10	-1	0.4	60*
Cc1cccc(NC(=O)C2CCCN(c3ncnc4c3nc3n4CCCCC3)C2)n1 (stereo not drawn)	0.9	0	4	-3	3	2	-6	-0.8	-18
CC(C)c1ccc2nc(SCC(=O)NCC3CCCO3)c(C#N)cc2c1 (stereo not drawn)	.	7	.	-8	0	-11	-5	-0.4	.
C(=N\NC1=Nc2cccc3cccc1c23)/c1ccccn1	1.3	-1	14	8	1	-6	-6	0.4	-2
O=C(O)/C=C/C(=O)Nc1ccc(C2(c3ccc(NC(=O)/C=C/C(=O)O)cc3)c3ccccc3-c3ccccc32)cc1	-1.4	1	12	2	-3	-61*	7	0.0	-1
CCOc1ccc(N(CC(=O)NC2CCCCC2)C(=O)CCC(=O)Nc2nc(C)cs2)cc1	6.4	4	.	-2	8	-15	-15	2.0	-2
O=C(NCc1ccc(F)cc1)c1ccc2nc(N3CCCCC3)sc2c1	0.2	-6	3	-11	5	.	-4	0.3	.
CC(Sc1nccn1C)C(=O)NC1(C#N)CCCCC1 (stereo not drawn)	0.7	2	9	-23	2	5	-7	0.7	14
O=C(COc1ccccc1-c1ccccc1)Nc1ccc(S(=O)(=O)NCc2ccco2)cc1	0.2	1	9	9	7	-13	0	1.9	11
C/C(=N\NC(=O)CC#N)c1cc2ccc(O)cc2oc1=O	0.5	20	12	-4	2	-8	-6	1.4	-26
Cc1nc([N+](=O)[O-])cn1Cc1cccc2ccccc12	0.1	4	9	-15	8	-5	1	0.5	2
CCOc1ccc(CNC(=O)c2ccc3[nH]c(C)c(C)c3c2)cc1OC	-0.1	-1	5	-14	0	-21	-4	-0.2	.
CCOc1ccc(NC(=O)CN(Cc2ccccc2)S(C)(=O)=O)cc1	0.0	-5	8	-6	-1	3	-1	-0.4	16
CCOC(=O)C1(CC2CC2)CCN(Cc2ccc(O)c(Cl)c2)CC1	-0.2	-1	-16	-10	1	.	-2	0.0	8
O=C(NCC1CCCO1)c1cccs1 (stereo not drawn)	-1.3	0	-2	5	1	-16	-7	0.3	-10
NC(=O)[C@@H]1CCCN1Cc1nc(Cc2cccc(C(F)(F)F)c2)no1	0.7	-2	-3	-1	1	-4	-2	-0.4	-16
CCCCN(Cc1ccccc1)C(=O)C1CCN(Cc2sccc2C)CC1	-1.9	-8	-16	-4	7	-7	-3	-0.4	-2
CCCn1c(N)c(C(=O)CSc2nnnn2-c2ccc(O)cc2)c(=O)n(C)c1=O	0.2	-12	-8	6	4	-9	-3	-0.5	-4
Cc1ccc(NCN2C(=O)C3CC=C(Cl)CC3C2=O)cc1 (stereo not drawn)	-1.9	5	2	11	3	-4	14	-1.1	-2
CCO[C@H]1OC(C(=O)N2CCOCC2)=C[C@@H](c2coc3ccccc3c2=O)[C@@H]1CCCO	-0.2	0	10	1	-3	.	4	-0.1	11
CCOC(=O)N1CCN(C(=O)COC(=O)COc2c(C)cc(C)cc2C)CC1	.	-1	.	26	0	8	8	-0.3	.
CC(=O)NNc1nc(-c2ccccc2)cs1	-0.3	1	4	5	3	2	-3	0.2	-3
CN(C)CCNc1ncnc2c1cnn2-c1ccc(Cl)cc1	0.8	-5	-8	0	33*	.	.	1.1	-3
CC(c1ccccc1)n1cc(C(=O)NCc2ccccn2)nn1 (stereo not drawn)	0.3	7	1	6	4	15	15	-0.7	-15
CCc1nnc2c(NCCc3ccc(OC)c(OC)c3)nc3ccccc3n12	-2.4&0.4	1&1	2&-3	22&4	3&2	4&3	3&1	-0.8&-0.8	14
CC(C)Cc1cc(C(=O)Nc2ccc(Br)cc2)no1	-0.2	-1	-5	-6	2	-5	1	0.4	15
CCC(C)NC(=O)c1ccccc1NC(=O)c1ccc(CSc2ccc(C)cc2)cc1 (stereo not drawn)	1.8	3	2	-4	20	-4	4	1.1	-19
CNC(=O)c1cccc2nc3ccccc3nc12	1.0	-1	-6	2	1	-14	-10	0.3	-3

6 entries from above, sorted by the number in D1 agonist, high to low:
compound,D1 agonist
CN(C)CCNc1ncnc2c1cnn2-c1ccc(Cl)cc1,33*
Cc1nc([N+](=O)[O-])cn1Cc1cccc2ccccc12,8
O=C(NCc1ccc(F)cc1)c1ccc2nc(N3CCCCC3)sc2c1,5
Cc1cccc(NC(=O)C2CCCN(c3ncnc4c3nc3n4CCCCC3)C2)n1 (stereo not drawn),3
CNC(=O)c1cccc2nc3ccccc3nc12,1
O=C(O)/C=C/C(=O)Nc1ccc(C2(c3ccc(NC(=O)/C=C/C(=O)O)cc3)c3ccccc3-c3ccccc32)cc1,-3
